High-throughput results deposited in PubChem BioAssay by several laboratories.
RTF Ca sens inh = cardiac RTF calcium desensitization. AID 493244. IANBD-labeled cardiac RTF, Ca2+ fluorescence. P19429+P45379. 340,000 compounds, 0.12% hits. inhibition, % at 7.15 µM;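 active = inhibition above the mean inhibition of all tested compounds plus 3 SD, cut at about 17% in these data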;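 note: assay run at fixed EC70 calcium of 1.6 mM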
PvdQ acylase = P. aeruginosa PvdQ acylase inhibition | purified PvdQ acylase, fluorescence plate reader | inhibition, % at 10 µM | 340,000 compounds, 0.063% hits; in the data active = inhibition above about 30%, passing the limit was not always enough;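 note: 0% = vehicle neutral wells and 100% = reference inhibitor wells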
C-LANA FP = inhibitors of KSHV LANA C-terminal domain DNA binding. MBP-C-LANA/FAM-LBS DNA binding, fluorescence polarization. inhibition, % at 9 µM. 340,000 compounds, 0.078% hits. AID 504423;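 active = highest replicate inhibition at or above 60% at 9 µM, even if other replicates fall short; inactive = all replicates below 60% inhibition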;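 note: 0% = neutral control wells and 100% = 4 µM acridine orange control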
cardiac RTF act = increases calcium sensitivity of human cardiac regulated thin filaments; P19429+P45379; IANBD-labeled TnC RTF fluorescence at EC20 calcium; 0% EC20 calcium, 100% full calcium; activation, % at 7.2 µM; 340,000 compounds, 0.24% hits; AID 493008;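 active = activation above the mean over all tested compounds plus 3 SD, cut at about 30% in these data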;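 note: rise in fluorescence read as greater calcium sensitivity of cardiac thin filaments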
NSD2 HMT inh = inhibitors of human histone methyltransferase NSD2; AID 743445; 310,000 compounds, 0.54% hits; inhibition, % at 12.5 µM; O96028; NSD2 peptide methylation, AlphaScreen, 120 min; in the data active = inhibition above about 50%
Rtt109 Vps75 = C. albicans Rtt109 histone acetyltransferase inhibition; Q5AAJ8; purified Rtt109/Vps75, ThioGlo CoA-SH fluorescence, 4 h; 330,000 compounds, 0.16% hits; inhibition, % at 34.9 µM;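 active = inhibition of at least 50% in every replicate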
Target sequence (Q5AAJ8 whole entry, looked up): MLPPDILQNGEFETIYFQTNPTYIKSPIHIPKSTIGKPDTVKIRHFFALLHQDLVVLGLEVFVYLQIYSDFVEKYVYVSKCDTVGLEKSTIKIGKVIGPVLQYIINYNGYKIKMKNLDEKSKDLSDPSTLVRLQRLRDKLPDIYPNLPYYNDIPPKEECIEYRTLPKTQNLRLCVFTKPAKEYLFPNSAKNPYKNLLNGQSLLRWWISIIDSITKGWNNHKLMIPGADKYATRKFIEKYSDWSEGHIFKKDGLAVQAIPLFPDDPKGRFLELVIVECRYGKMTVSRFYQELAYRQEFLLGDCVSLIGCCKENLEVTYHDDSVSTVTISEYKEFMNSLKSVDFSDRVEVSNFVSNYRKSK
CDK5 inh = CDK5/p35 (human) kinase inhibition; inhibition, % at 10 µM; Recombinant CDK5/p35, ADP-Glo luminescence, 60 min; AID 488839; 330,000 compounds, 0.01% hits; Q00535+Q15078;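 active = highest replicate inhibition of at least 50% and at least 75% of replicates reaching 50%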;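 note: plate controls were DMSO neutral control for no effect and GW8510 at 10 µM for full effect; many of its hits are not listed in these tables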
Keap1 Nrf2 FP = inhibitors of human Keap1-Nrf2 protein-protein interaction | Q14145 | Keap1 Kelch-Nrf2 peptide fluorescence polarization, 1536-well | inhibition, % at 9.4 µM | 340,000 compounds, 0.15% hits; in the data active = inhibition above about 12%;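 note: human Keap1 Kelch domain with fluorescein labeled Nrf2 9mer peptide probe; 0% = neutral control wells and 100% = peptide positive control; higher means more block of Keap1 binding to Nrf2 peptide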
Target sequence (Q14145 whole entry, looked up, the tested form may be a part): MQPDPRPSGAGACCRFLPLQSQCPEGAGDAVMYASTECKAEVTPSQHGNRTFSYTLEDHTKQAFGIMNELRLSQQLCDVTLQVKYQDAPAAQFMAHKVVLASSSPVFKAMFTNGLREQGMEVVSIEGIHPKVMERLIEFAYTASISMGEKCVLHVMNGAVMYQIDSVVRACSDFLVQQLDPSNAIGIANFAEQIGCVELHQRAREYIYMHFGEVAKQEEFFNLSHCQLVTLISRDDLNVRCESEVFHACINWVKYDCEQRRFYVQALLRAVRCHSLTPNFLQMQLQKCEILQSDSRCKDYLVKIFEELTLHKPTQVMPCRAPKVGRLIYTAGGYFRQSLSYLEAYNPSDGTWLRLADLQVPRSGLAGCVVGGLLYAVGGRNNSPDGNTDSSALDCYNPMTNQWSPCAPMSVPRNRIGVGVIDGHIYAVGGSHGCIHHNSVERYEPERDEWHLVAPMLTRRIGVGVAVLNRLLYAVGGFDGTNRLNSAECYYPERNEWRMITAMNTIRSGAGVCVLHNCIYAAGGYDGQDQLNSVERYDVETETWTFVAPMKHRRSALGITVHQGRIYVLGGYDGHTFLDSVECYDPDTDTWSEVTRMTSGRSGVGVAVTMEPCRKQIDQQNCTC
dFosB act = enhances mouse delta FosB homodimer DNA binding | purified delta FosB, TAMRA-CDK5 oligo fluorescence polarization; percent of positive-control signal above neutral wells | activation, % at 25 µM | 340,000 compounds, 0.99% hits;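 active = mean activation above about 17%, with every replicate also reaching it, limit read from the data, passing the limit was not always enough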;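 note: fluorescence polarization rise as delta FosB binds a TAMRA Cdk5 AP-1 oligo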
Mot1-301 SUMO = blocks SUMOylation pathway, rescuing yeast Mot1-301 growth. S. cerevisiae Mot1-301 growth rescue, ATP luminescence, 38.5C; percent above DMSO median, 100 means doubled. growth rescue, % at 18.8 µM. 320,000 compounds, 1% hits. AID 2716;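 active = every valid replicate shows activation above 250% relative to neutral control wells; inactive = the rest, any valid replicate at or below 250%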;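 note: OY570 slx delta 5 strain wells were the positive control but not used for scaling; some compounds called inactive have numbers as strong as hits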
PfHsp90 set2 = inhibits growth of yeast expressing Plasmodium falciparum Hsp90 | S. cerevisiae expressing PfHsp90, BacTiter-Glo ATP, 48 h; yeast lacking PDR1 and PDR3 efflux regulators | inhibition, % at 9.4 µM | 310,000 compounds, 0.32% hits;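 active = every replicate shows inhibition above about 80%, whatever the replicate mean, limit read from the data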;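 note: 0% = DMSO neutral controls and 100% = 20 µM radicicol positive controls; yeast relying on Plasmodium falciparum Hsp90 in place of its own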
Starred values were filed as active, the others as inactive; nt = not tested or not shown.

SMILES	RTF Ca sens inh	PvdQ acylase	C-LANA FP	cardiac RTF act	NSD2 HMT inh	Rtt109 Vps75	CDK5 inh	Keap1 Nrf2 FP	dFosB act	Mot1-301 SUMO	PfHsp90 set2
COc1cc(NS(=O)(=O)c2ccc(OC)c(OC)c2)cc(OC)c1	-3	-3	-0.7	4	-1	2	2.0	0	-2	4	10
CCC1(C(=O)c2ccccc2)C2c3cc(Br)ccc3OC(=O)C21C(=O)N1CCOCC1 (centres undefined)	6	-7	0.9	7	1	3	0.0	-2	-10	33	-5
COc1ccc2nc(/C=N/NC(=O)[C@H](CCSC)NC(=O)OC(C)(C)C)ccc2c1	-3	14	-0.7	9	0	1	0.7	4	-13	19	16
COc1cc(N)c2ncccc2c1OC	8	2	-0.7	2	14	-13	-0.7	0	2	nt	2
O=C(NCC(c1ccco1)N1CCCC1)c1ccccc1Sc1ccc(C(F)(F)F)cc1[N+](=O)[O-] (centres undefined)	7	-3	-1.8	-6	6	8	-2.0	0	-4	203	-1
CC(C)CCNC(=O)c1ccc2c(c1)ncn2C1CCCCC1	-3	-15	-0.2	0	0	9	0.0	-6	-12	29	12
COc1ccc(-c2nnc3ccc(SCC(=O)Nc4cc(C)on4)nn23)cc1OC	-2	5	-1.4	-3	-2	8	-0.6	3	-2	-7	6
Cc1nn(C)cc1C1C(C#N)=C(N)N(c2ccc(F)c([N+](=O)[O-])c2)C2=C1C(=O)CCC2 (centres undefined)	-7	10	1.1	8	-2	13	0.0	-2	-4	-7	-1
Cc1nnc2n(-c3ccccc3)c(=O)c3c4c(sc3n12)COC(C)(C)C4	-9	-10	-0.7	-1	1	-6	1.9	1	-9	2	-16
CCCCOc1ccc(NC(=O)C(=O)NCCC2=CCCCC2)cc1	-10	-21	-1.5	6	nt	8	-0.5	-1	-2	4	-6
O=C(NNc1nc(-c2ccccc2)cs1)c1ccco1	13	-15	-0.5	1	5	9	-0.2	-2	-1	-9	17
CCOC(=O)C1CCCN(CC(O)COC(c2ccccc2)c2ccccc2)C1 (centres undefined)	-3	4	0.2	-5	0	4	-0.7	3	4	-18	-8
CCN(CC)S(=O)(=O)c1ccc(C(=O)NNC(=O)c2cccs2)cc1	-1	-12	-3.7	-6	-2	2	0.4	-4	-7	-2	-5
O=C(NCc1ccccc1)c1c(F)c(F)c(F)c(F)c1F	-6	-6	1.0	1	-3	-14	-0.3	-2	-2	-3	-3
CCOc1ccc(C(=O)n2cc(C(=O)OC)c3ccccc32)cc1OCC	-2	-9	-2.1	-6	-4	-5	0.1	-5	-5	-4	-41
O=C(CCSCc1cccc(Cl)c1)NC1CCCC1	-9	-9	0.2	7	-2	6	0.2	-4	-11	-3	-14
O=C(CCc1nc2ccccc2s1)c1ccccc1	0	7	0.9	3	-3	-10	0.7	-7	1	158	3
Oc1cc(O)c2c(c1)O[C@H](c1ccc(O)c(O)c1)[C@@H](O)C2	16	-7	3.4	1	nt	9	1.0	3	7	-15	22
COC(=O)CSc1nnc(CNC(=O)c2ccccc2F)n1-c1ccccc1	-11	-11	-2.0	-4	8	-2	0.5	0	-3	2	nt
O=C(NCc1ccco1)/C(=C/c1cccc([N+](=O)[O-])c1)NC(=O)c1ccco1	6	5	-1.4	-3	4	4	-1.8	4	3	19	-14
CC1CCC(C(=O)NC(C(=O)NCCCN2CCOCC2)C(C)C)CC1 (centres undefined)	-1	-12	0.5	5	0	-6	-2.1	1	0	-9	4
Cc1c(C(c2ccc(O)cc2)c2c(C)n(C)n(-c3ccccc3)c2=O)c(=O)n(-c2ccccc2)n1C	nt	4	0.0	nt	-2	18	-0.9	0	-2	-6	7
CCOc1ccc(NC(=O)CN(C)C(=O)c2ccc(OCc3ccccc3)c(OC)c2)cc1OCC	2	7	-0.3	1	4	46	-0.6	-5	-8	540*	7
CC(NC(=O)c1ccco1)C1CCCO1 (centres undefined)	-5	8	0.6	6	0	2	0.8	-3	4	-3	-3
CC(C)COP(=O)(c1ccc(N(C)C)cc1)C(Nc1ccccc1)c1ccccc1 (centres undefined)	-2	-6	0.2	13	0	-2	-5.2	-1	-16	114	-14
Next section.
SMILES	RTF Ca sens inh	PvdQ acylase	C-LANA FP	cardiac RTF act	NSD2 HMT inh	Rtt109 Vps75	CDK5 inh	Keap1 Nrf2 FP	dFosB act	Mot1-301 SUMO	PfHsp90 set2
O=C(C1=C[C@H](c2coc3ccccc3c2=O)C[C@H](OCc2ccc(CO)cc2)O1)N1CCN(Cc2ccccc2)CC1	-2	-5	3.1	5	nt	-6	1.6	-4	-5	10	-7
CC(=O)N1CCN(C(=O)c2ccc3c(c2)OCCO3)CC1	0	-11	1.0	4	-2	3	-0.7	0	-6	3	-39
O=C(COc1ccc(Cl)cc1)NNC(=O)c1cccnc1	-10	0	0.0	-2	-2	-3	2.9	3	1	0	-5
Cc1ccccc1NC(=O)Cn1cnc2c(oc3nc4c(cc32)COC(C)(C)C4)c1=O	-24	-12	-1.7	4	0	-3	-4.0	3	-11	7	-1
Clc1nccc(NCc2ccccc2)n1	3	10	-3.4	-1	-1	-17	5.7	-4	-2	-1	9
COc1cc(/C=N/NC(=O)Cc2c[nH]c3ccccc23)cc(OC)c1OC	-13	-2	3.3	14	4	-8	0.0	-2	1	-1	1
NS(=O)(=O)c1ccc(CCNC(=O)c2cc3ccccc3oc2=O)cc1	-2	-12	0.5	2	-1	4	-0.7	-7	-1	5	0
COC(=O)c1c(NC(=O)C(C)C)sc2c1CCN(Cc1ccccc1)C2	6	0	-0.3	1	nt	16	0.3	-2	-10	-17	-7
O=C(CSc1ccccc1C(=O)O)Nc1cccc(C(=O)O)c1	-11	-10	-0.8	-1	-1	-29	-5.0	0	2	61	nt
Cc1cccc(-c2nnc(SCCOc3ccc4c(C)cc(=O)oc4c3)o2)c1	9	15	-1.8	-5	-1	-16	1.2	-2	-9	-2	1
CC(C)c1nc2sc3c(=O)n(N)cnc3c2c2c1COC(C)(C)C2	-1	-13	-2.8	2	-3	-3	-0.7	2	1	-19	11
O=S(=O)(c1ccc(F)cc1)N1CCN(c2ncccn2)CC1	-13	-12	0.9	1	2	6	-3.0	-2	7	-1	23
Cc1ccc(C2=NS(=O)(=O)N(C)C(C(=O)NC3CCCC3)=C2)cc1	-6	4	1.3	3	nt	4	0.9	-2	-2	7	11
Cc1nc(SCC(=O)NC(=O)NCc2ccco2)nc(C)c1C	0	-9	1.1	4	3	-2	0.3	-7	-8	397	30
O=c1[nH]cnc2c1c(-c1ccccc1)cn2-c1ccccc1	-7	-17	0.5	-4	17	0	0.1	1	0	70	-13
N#Cc1nc(COc2ccccc2)oc1NCCCn1ccnc1	2	2	-1.8	11	1	9	-6.3	-4	-10	341	4
Cc1ccc(S(=O)(=O)N2CCCOC2CNC(=O)C(=O)NCc2cccs2)cc1 (centres undefined)	-5	-9	-0.2	-4	-1	7	-1.1	-4	-15	158	-22
O=C1c2cccnc2C(O)N1Cc1ccccc1 (centres undefined)	-9	-8	2.0	0	-1	-5	0.1	0	-1	20	-2
COC(=O)C1=C(C)Nc2ncnn2C1c1ccc(C)o1 (centres undefined)	4	6	-0.4	1	nt	-5	0.4	3	2	2	27
Cc1cc(C(=O)Nc2cccc([N+](=O)[O-])c2)c(C)o1	2	-16	0.4	4	2	-1	0.7	-1	-2	13	-11
COc1cc(OC)c(OC)cc1CN1CCCC(C(=O)N2CCCC2)C1 (centres undefined)	-5	-14	6.4	3	-2	-3	-0.1	-4	-3	-7	41
O=C(Nc1cccc(S(=O)(=O)N2CCOCC2)c1)c1ccc2ccccc2n1	-5	-3	-0.1	1	7	-1	-0.8	-3	-26	-2	-17
COc1ccc(S(=O)(=O)N(C)C)cc1NC(=O)Cc1ccc(S(=O)(=O)N2CCOCC2)s1	2	2	2.5	3	5	51*	-0.2	-9	-9	nt	nt
Brc1ccc(-c2nn3c(-c4ccccn4)nnc3s2)o1	-8	-8	1.1	1	0	0	0.3	-7	-25	124	nt
CCCN1C(=O)c2cc(C(=O)NC3CCCC3)ccc2C1O (centres undefined)	-5	-4	-1.6	-9	nt	-6	0.5	-1	0	-15	14
CC(C)C(=O)NC(=O)[C@@H]1CCCN1C(=O)/C=C/c1ccccc1	-5	8	-1.0	2	nt	-4	0.1	-1	-2	-13	-13
Cc1cc(=O)[nH]c(Nc2cccc(C(F)(F)F)c2)n1	-18	-5	1.3	4	-1	5	1.1	0	0	237	-1
CCOC(=O)c1c(C)[nH]c(C)c1C(=O)CN1C(=O)NC2(CCCCCC2)C1=O	-6	-8	-0.1	2	13	4	-0.1	4	-6	nt	-3
CN(C)S(=O)(=O)N1CCN(CC(O)COc2ccc(-c3ccccc3)cc2)CC1 (centres undefined)	-8	1	-1.3	2	2	7	0.8	-3	0	291	-1

7 entries from above, in markdown.
| canonical_smiles | RTF Ca sens inh | PvdQ acylase | C-LANA FP | cardiac RTF act | NSD2 HMT inh | Rtt109 Vps75 | CDK5 inh | Keap1 Nrf2 FP | dFosB act | Mot1-301 SUMO | PfHsp90 set2 |
| --- | --- | --- | --- | --- | --- | --- | --- | --- | --- | --- | --- |
| NS(=O)(=O)c1ccc(CCNC(=O)c2cc3ccccc3oc2=O)cc1 | -2 | -12 | 0.5 | 2 | -1 | 4 | -0.7 | -7 | -1 | 5 | 0 |
| O=C(CSc1ccccc1C(=O)O)Nc1cccc(C(=O)O)c1 | -11 | -10 | -0.8 | -1 | -1 | -29 | -5.0 | 0 | 2 | 61 | nt |
| N#Cc1nc(COc2ccccc2)oc1NCCCn1ccnc1 | 2 | 2 | -1.8 | 11 | 1 | 9 | -6.3 | -4 | -10 | 341 | 4 |
| CC(C)C(=O)NC(=O)[C@@H]1CCCN1C(=O)/C=C/c1ccccc1 | -5 | 8 | -1.0 | 2 | nt | -4 | 0.1 | -1 | -2 | -13 | -13 |
| O=C1c2cccnc2C(O)N1Cc1ccccc1 (centres undefined) | -9 | -8 | 2.0 | 0 | -1 | -5 | 0.1 | 0 | -1 | 20 | -2 |
| COc1ccc(S(=O)(=O)N(C)C)cc1NC(=O)Cc1ccc(S(=O)(=O)N2CCOCC2)s1 | 2 | 2 | 2.5 | 3 | 5 | 51* | -0.2 | -9 | -9 | nt | nt |
| O=C(COc1ccc(Cl)cc1)NNC(=O)c1cccnc1 | -10 | 0 | 0.0 | -2 | -2 | -3 | 2.9 | 3 | 1 | 0 | -5 |

Records above shown as hits in Rtt109 Vps75:
SMILES | PvdQ acylase | C-LANA FP | cardiac RTF act | NSD2 HMT inh | Rtt109 Vps75 | CDK5 inh | Keap1 Nrf2 FP | dFosB act | Mot1-301 SUMO | PfHsp90 set2
COc1ccc(S(=O)(=O)N(C)C)cc1NC(=O)Cc1ccc(S(=O)(=O)N2CCOCC2)s1 | 2 | 2.5 | 3 | 5 | 51* | -0.2 | -9 | -9 | nt | nt
